S-ASM inh – human S-ASM enzyme inhibition; AID 504937; Potency, µM (top dose mostly 57.5 µM), for the others: top-dose activity change, negative = inhibition, usual class: inhibitors; placental ASM, HMU-PC fluorogenic substrate, 60 min; P17405; hit rate 0.006% among 340,000; note: potency is the fitted concentration of half-maximal effect
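Human placenta-derived ASM preincubated with compound 10 min at room temperature, then reacted with 9 uM (final) fluorogenic HMU-PC substrate for 60 min at 37 C. Stop solution raises pH to 10; fluorescence read at Ex 386/Em 447 nm.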
Menin MLL FP TR – displaces Texas Red mutant MLL peptide from human menin | O00255 | Menin + Texas Red MLL mutant peptide, fluorescence polarization | Potency, µM (top dose mostly 61.6 µM), for the others: top-dose FP activity change, negative = inhibition, actives largely listed as inhibitors | hit rate 0.23% among 270,000 | AID 1768; active = well fitted inhibition curve with a large enough effect in the polarisation, with a control signal flat, not every such curve was filed as active; inconclusive = small, poorly fitted or top-dose-only effect, or effect the other way, or a change in a side signal; inactive = no such curve, though single readings can be large or run the other way; the % refers to the polarisation; note: potency is the fitted concentration of half-maximal effect; % of control where 0% means no effect; many of its hits are not listed in these tables
hERG WT inh – KCNH2 (human, wildtype) channel inhibition; Q12809; U2OS, BacMam KCNH2, thallium flux FluxOr; active compounds read low; activity change, % at 1.84 µM; hit rate 0.37% among 340,000; AID 720551;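 active = maximum activity change below -70%; inconclusive = maximum activity change between -70% and -50%; inactive = maximum activity change above -50%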; note: % is set by controls: 0 for no effect and ±100 for the full control effect
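U2OS cells were transduced with wild-type KCNH2 virus (2.03 x 10^8 / mL) for 4 h at room temperature, then cultured overnight at 37 C. Thallium flux was read with FluxOr dye. Rate constants were normalized to DMSO controls.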
Eya2 inh – Eya2 (human) phosphatase inhibition; recombinant Eya2, OMFP fluorescence dephosphorylation (OMFP is methylfluorescein phosphate); Potency, µM (series often up to 76.9 µM), inactives show top-dose activity, negative = inhibition, hits mostly inhibitors; hit rate 0.006% among 330,000; note: potency is the fitted concentration of half-maximal effect; % is set by controls: 0 for no effect and ±100 for the full control effect
Target sequence (O00167 whole entry, looked up): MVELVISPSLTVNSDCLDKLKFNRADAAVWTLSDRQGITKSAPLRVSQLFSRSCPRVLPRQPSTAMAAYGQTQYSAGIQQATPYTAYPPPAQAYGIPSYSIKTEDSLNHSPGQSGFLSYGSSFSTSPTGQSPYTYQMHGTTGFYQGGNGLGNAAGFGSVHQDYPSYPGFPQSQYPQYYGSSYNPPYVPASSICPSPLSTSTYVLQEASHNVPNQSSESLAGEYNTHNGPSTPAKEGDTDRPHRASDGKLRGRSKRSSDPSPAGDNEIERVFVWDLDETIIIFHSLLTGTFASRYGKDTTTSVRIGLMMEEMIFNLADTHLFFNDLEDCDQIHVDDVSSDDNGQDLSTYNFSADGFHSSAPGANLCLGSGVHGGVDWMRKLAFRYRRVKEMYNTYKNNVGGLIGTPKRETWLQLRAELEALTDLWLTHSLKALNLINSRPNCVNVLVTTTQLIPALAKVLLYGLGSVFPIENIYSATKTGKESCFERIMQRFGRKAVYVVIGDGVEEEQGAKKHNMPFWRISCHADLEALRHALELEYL
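Eya2 protein (added as 0.2 uM solution) was preincubated with compound for 10 min at ambient temperature in 50 mM HEPES pH 7.5, 50 mM NaCl, 5 uM MgCl2, 0.05% BSA, 1 mM DTT. OMFP (added at 50 uM) then reacted 10 min; fluorescence read at 485/525 nm.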
TSHR antag – antagonists of human thyroid stimulating hormone receptor. TSHR-expressing cells, TSH-stimulated cAMP HTRF, 2 h; active compounds read low. activity change, negative = inhibition, % at 11.5 µM. hit rate 0.2% among 330,000. P16473;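 active = activity change below a set negative limit, meaning inhibition stronger than a set level, cut at about -70% in these data; inconclusive = activity change between two set negative limits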; note: % is set by controls: 0 for no effect and ±100 for the full control effect
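Competitive HTRF cAMP read-out (cryptate anti-cAMP antibody, cAMP-d2; 30 min, room temperature) in freshly harvested TSHR cells. Compounds added before TSH at EC80 (4nM final), followed by 2 hours' incubation at 37 deg C.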
MBNL1 CUG block – MBNL1-poly(CUG) RNA binding inhibition; Q9NR56; TR-FRET MBNL1-His/biotin-(CUG)12 binding, 665/545 ratio; Potency, µM (titrated, usually from 57.5 µM), inactives show top-dose activity change, negative = inhibition, usual class: inhibitors; hit rate 0.036% among 280,000; active = well fitted inhibition curve with a large enough effect in the signal ratio, with a control signal flat, not every such curve was filed as active; inconclusive = small, poorly fitted or top-dose-only effect, or effect the other way, or a change in a side signal; inactive = no such curve, though single readings can be large or run the other way; the % refers to the signal ratio; note: potency is the fitted concentration of half-maximal effect; % is set by controls: 0 for no effect and ±100 for the full control effect
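His-tagged MBNL1 binding to biotinylated (CUG)12 RNA was measured by TR-FRET using terbium anti-His antibody (0.055 ng/ul final) and streptavidin-XL665 (5 nM final). Compounds were titrated 92 nM to 58 uM; 60 min at room temperature.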
Chronic BCR inh – inhibitors of chronic active B-cell receptor signaling; ABC-DLBCL IkBa-CBG/CBR reporter, luminescence ratio, 4 h; Potency, µM (top dose mostly 46.1 µM), without a hit: top-dose ratio change, negative = lower green/red ratio, usual class: inhibitors; hit rate 0.05% among 340,000; active = well fitted inhibition curve with a large enough effect in the signal ratio, with a control signal flat, not every such curve was filed as active; inconclusive = small, poorly fitted or top-dose-only effect, or effect the other way, or a change in a side signal; the % refers to the signal ratio;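 note: potency is the fitted concentration of half-maximal effect; plate controls were basal doxycycline-induced cells for no effect and cells given 10 µM MG132 for full effect; MG132 reads +100%, hits lower the ratio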
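TMD8 ABC-DLBCL cells carrying doxycycline-inducible green luciferase fused to IkappaBalpha plus unfused red luciferase were exposed to compounds (up to 46 uM) for 4 hrs at 37C. Activity came from the overlap-corrected green/red luminescence ratio.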
GALK inhibitor – galactokinase (human) inhibition; Purified GALK, Kinase-Glo residual ATP luminescence; Potency, µM (series often up to 57.5 µM), without a hit: at the highest dose activity change, negative = inhibition, hits mostly inhibitors; hit rate 0.007% among 270,000; AID 1868; note: potency is the fitted concentration of half-maximal effect; % is set by controls: 0 for no effect and ±100 for the full control effect
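Quantitative HTS: GALK 5 nM, ATP 35 uM, galactose 100 uM, 1 h room temperature, then luciferase-based ATP detection.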
USP2a block – blocks human ubiquitin-specific protease USP2a. USP2 core, Ub-CHOP2 coupled fluorogenic reporter, 485/531. Potency, µM (top dose mostly 38.3 µM), without a hit: top-dose activity change, negative = inhibition, hits mostly inhibitors. hit rate 0.01% among 330,000;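 note: potency is the fitted concentration of half-maximal effect; plate controls were DMSO wells for no effect and full inhibition by NEM control for full effect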
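Cell-free coupled assay: 10nM USP2 core preincubated 30min RT with compound in Tris-HCl pH 8.0/CaCl2/CHAPS buffer, then 25nM Ub-CHOP2 and 25nM reporter substrate; fluorescence (Ex 485/Em 531) read after 60min RT, normalized to NEM inhibition, concentration-response curves fitted.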
PKM2 act – PKM2 (human) enzyme activation; Potency, µM (titrated, usually from 57.5 µM), for the others: at the highest dose activation, actives largely listed as activators; purified PKM2, Kinase-Glo ATP luminescence, activation; response scale: 0% is enzyme alone, no compound; P14618; hit rate 0.34% among 260,000; note: potency is the fitted concentration of half-maximal effect; % is set by controls: 0 for no effect and ±100 for the full control effect; nearly all actives have a fitted effect of over 55% in size
Target sequence (P14618 whole entry, looked up): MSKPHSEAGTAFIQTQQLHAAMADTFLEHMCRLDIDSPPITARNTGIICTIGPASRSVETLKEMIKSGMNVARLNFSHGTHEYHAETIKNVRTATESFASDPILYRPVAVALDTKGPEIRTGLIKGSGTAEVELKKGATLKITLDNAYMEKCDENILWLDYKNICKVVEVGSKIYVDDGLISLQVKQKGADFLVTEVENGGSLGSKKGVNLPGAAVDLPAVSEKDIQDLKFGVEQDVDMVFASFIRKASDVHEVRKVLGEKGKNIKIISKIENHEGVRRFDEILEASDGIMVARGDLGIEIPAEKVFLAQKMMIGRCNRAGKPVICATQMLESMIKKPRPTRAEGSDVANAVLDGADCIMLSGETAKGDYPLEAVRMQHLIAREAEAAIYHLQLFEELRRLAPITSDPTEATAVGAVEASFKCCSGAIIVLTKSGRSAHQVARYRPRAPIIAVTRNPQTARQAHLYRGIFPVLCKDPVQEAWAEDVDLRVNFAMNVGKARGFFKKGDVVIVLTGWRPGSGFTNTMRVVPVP
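Purified hPK-M2 (>95%) run at intermediate activity with 0.1 mM ADP and 0.5 mM PEP in 50 mM imidazole pH 7.2, KCl, MgCl2; 1 h room temperature. ATP formed read by Kinase-Glo luminescence; normalized to uninhibited and no-enzyme controls.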
Mito fusion act – mitochondrial division inhibition or fusion activation. Potency, µM (titrated, usually from 46.1 µM), inactives show at the highest dose growth rescue (activation), actives largely listed as activators. hit rate 0.23% among 320,000. S. cerevisiae fusion-defective mutant growth rescue, CellTiterGlo 48 h;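 note: potency is the fitted concentration of half-maximal effect; % of control where 0% means no effect; nearly all actives have a fitted effect of over 45% in size; temperature-sensitive fusion mutants such as fzo1-1 at 37 °C on non-fermentable ethanol glycerol medium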
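Read-out: ATP-based luminescence (CellTiterGlo, 10 min ambient) reporting growth of fusion-defective ts yeast after 48 hours at 37C on glycerol/ethanol YPEG medium in the presence of compound.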
* marks the source's active call; other numbers are inactive results; i = inactive; u = inconclusive; x = not tested or not shown; [ ] = another dose, or the depositor's remark. Unless noted, calls come from the whole dose curve; as a rule, active = well fitted curve in the direction sought with a large enough effect; inconclusive = small, poorly fitted or top-dose-only effect, or another doubt; inactive = no such curve, though single readings can be large; an effect the other way counts as inactive or inconclusive. These rows are one share of the data (hit frequency here may not be typical).

cpd	structure	GALK inhibitor	hERG WT inh	Mito fusion act	S-ASM inh	MBNL1 CUG block	Chronic BCR inh	PKM2 act	USP2a block	Eya2 inh	Menin MLL FP TR	TSHR antag
1	COc1ccc(N2CCN(C(=O)CN3CCN(c4nc(-c5ccc(F)cc5)cs4)CC3)CC2)cc1	7%	7	-3%	-8%	-4%	0%	-2%	-1%	1%	-4%	-1
2	COc1cccc(NC(=O)CCNS(=O)(=O)c2ccc3c(c2)CC(C)N3C(=O)C2CC2)c1 (stereo not drawn)	-1%	-5	7%	-3%	-4%	17%	x	1%	7%	6%	-12
3	CCN1CCN(C(c2cccs2)C(C)NS(=O)(=O)c2ccc(F)cc2)CC1 (stereo not drawn)	0%	6	7%	-1%	0%	1%	-11%	-3%	-43%	-6%	5
4	COc1ccccc1C(c1nnnn1C(C)(C)C)N1CCN(Cc2ccncc2)CC1 (stereo not drawn)	0%	4	1%	2%	-11%	-1%	-26%	0%	15%	-10%	-4
5	COc1ccccc1-n1nc(C)c(-c2ccccc2)c1N	17%	3	-7%	-1%	-10%	4%	x	1%	8%	0%	2
6	O=C(Nc1cccnc1)c1ccc2c(c1)OCO2	0%	-2	-2%	-1%	4%	5%	-5%	-1%	2%	17%	-6
7	O=C(OCc1nc2scc(-c3ccccc3)c2c(=O)[nH]1)c1cc([N+](=O)[O-])ccc1Cl	-2%	-6	1%	-8%	-11%	u	3%	0%	3%	u	-37
8	CCC1(c2ccc(F)cc2)NC(=O)N(CC(=O)N2CCN(C(=O)c3ccco3)CC2)C1=O (stereo not drawn)	x	3	x	0%	x	1%	x	-8%	-11%	x	12
9	Cc1ccccc1S(=O)(=O)Nc1nc2ccccc2nc1N1CCOCC1	-4%	1	4%	9%	23%	4%	0%	2%	0%	18%	6
10	Cc1ccc(C(=O)N/N=C/c2c[nH]c3ccccc23)o1	-1%	0	-2%	2%	u	u	2%	0%	-12%	17%	-6
11	C=C(C)C1CC=C(C)/C(=N/NC(=O)CNc2ccc(OCC)cc2)C1 (stereo not drawn)	-2%	5	0%	1%	8%	14%	-5%	4%	-6%	-24%	3
12	COC(=O)c1ccc(NC(=S)NC2CCCCC2C)cc1 (stereo not drawn)	-4%	-8	8%	-2%	-6%	1%	2%	1%	1%	10%	2
13	CC(C(=O)Nc1ccc2c(c1)OCCO2)N1CCN(C(=O)c2ccco2)CC1 (stereo not drawn)	3%	0	-2%	5%	-1%	-20%	-7%	2%	8%	6%	6
14	Cc1cccc(CCNC(=O)C2CCCN(c3cnccn3)C2)c1 (stereo not drawn)	7%	2	u	23%	-4%	-1%	2%[0.46 µM]	0%	-2%	-8%	-1
15	COc1cc(/C=N/NC(=O)c2ccncc2)ccc1Oc1ccc([N+](=O)[O-])cn1	4%	-2	18%	-3%	u	0%	9%	2%	-1%	1%	-2

The list goes on.
cpd	structure	GALK inhibitor	hERG WT inh	Mito fusion act	S-ASM inh	MBNL1 CUG block	Chronic BCR inh	PKM2 act	USP2a block	Eya2 inh	Menin MLL FP TR	TSHR antag
16	COc1cccc(N2C(C(C)=O)=NN(c3ccccc3)C2c2ccc(N3CCOCC3)cc2)c1 (stereo not drawn)	2%	-6	1%	-22%	-4%	-7%	-9%	-1%	0%	-3%	2
17	COc1ccccc1N1CCN(C(=O)Nc2ccc([N+](=O)[O-])cc2)CC1	3%	-8	9%	2%	u	u	1%	7%	-10%	10%	-8
18	O=C(NC(C(=O)N/N=C/c1cccc2ccccc12)c1n[nH]c(=O)c2ccccc12)c1ccccc1 (stereo not drawn)	0%	-2	0%	u	-10%	-2%	-3%	-13%	-8%	-16%	2
19	Cc1cc(C)c2nc(NNC(=O)c3ccc(S(=O)(=O)N4CCc5ccccc5C4)cc3)sc2c1	x	-10	-8%	-9%	74%[activator]	u	-5%	0%	18%	u	6
20	CCOC(=O)c1cnc(SC)nc1N1CCCC1	2%	-11	-2%	2%	-9%	0%	1%	1%	-7%	u	6
21	Clc1ccc(COc2ccccn2)cc1Cl	x	-3	2%	4%	-2%	-22%	-2%	3%	-7%	-8%	-9
22	CC(=O)N(C)c1ccc(NC(=O)C(F)(F)F)cc1	1%	-5	0%	-2%	-2%	0%	5%	1%	0%	10%	8
23	Cc1ccc(F)cc1CNC(=O)C1CCC(=O)N(C2CC2)C1 (stereo not drawn)	7%	-16	-5%	2%	5%	3%	2%	1%	5%	x	2
24	CCC(CC)C(=O)Nc1nnc(S(=O)(=O)N2CCCC2)s1	x	9	-1%	3%	1%	-15%	1%	-1%	-8%	-11%	-6
25	Cc1ccc(NCc2nnc(SCCN3CCCCC3)n2CC2CCCO2)cc1Cl (stereo not drawn)	-4%	-11	-4%	2%	-5%	3%	0%	0%	-14%	17%	-2
26	COc1ccc2c(CCNC(=O)c3ccco3)c[nH]c2c1	0%	-2	-3%	-2%	-3%	4%	6%	1%	8%	-12%	20
27	CN(C)c1ccc([N+](=O)[O-])cc1C(=O)O	-6%	-2	0%	-8%	u	-4%	0%	1%	0%	4%	-2
28	Cn1c(=O)c(=O)n(C)c2cc(S(=O)(=O)CCC(=O)Nc3cccc(C(F)(F)F)c3)ccc21	9%	-4	-1%	1%	-7%	9%	x	3%	0%	11%	-13
29	Cn1c(/C=C/c2ccc(Cl)cc2Cl)c([N+](=O)[O-])c(=O)n(C)c1=O	-7%	-36	-18%	-14%	-4%	-2%	x	1%	-1%	u	8
30	CC(CCC(=O)O)C1CCC2C3CCC4C[C@H](O)CCC4(C)C3CC(=O)C12C (stereo partly drawn)	0%	8	18%	4%	-11%	4%	x	3%	1%	-12%	-1

Next section
cpd	structure	GALK inhibitor	hERG WT inh	Mito fusion act	S-ASM inh	MBNL1 CUG block	Chronic BCR inh	PKM2 act	USP2a block	Eya2 inh	Menin MLL FP TR	TSHR antag
31	CC(=O)c1ccc(-c2cccs2)s1	1%	-1	-1%	i	u	u	0%	9%	-3%	3%	-2
32	CCOC(=O)N1CCN(C(=O)c2c(-c3c(Cl)cccc3Cl)noc2C)CC1	0%	-1	2%	4%	0%	2%	-5%	0%	12%	-5%	-3
33	O=C(Oc1ccccc1)N1CCN(c2ccc(F)cc2)CC1	0%	-2	6%	0%	-6%	0%	-5%	-1%	21%	-2%	1
34	O=C(COC(=O)Cn1cnc2ccccc21)Nc1cccc(S(=O)(=O)N2CCOCC2)c1	0%	-14	-29%	-5%	-5%	0%	1%	0%	-6%	-11%	-1
35	CCCOC(=O)c1ccc(NC(=O)C2CCCO2)cc1 (stereo not drawn)	0%	1	6%	0%	-3%	u	-3%	-1%	-21%	-12%	2
36	CCOC(=O)c1ccc(-n2[nH]c(-c3ccccc3)cc2=O)cc1	-3%	6	-7%	-15%	-8%	u	-1%	-4%	12%	u	-37
37	O=C(Nc1cccc(Cl)c1Cl)c1cc(S(=O)(=O)NCCc2ccccc2)ccc1F	x	1	-1%	-14%	4%	u	-7%	-7%	1%	-3%	-5
38	Cc1cc(C)nc(-n2nc(C)cc2Nc2ccccc2)n1	0%	-10	-12%	-6%	7%	-18%	1%	0%	-15%	-2%	7
39	Cc1ccccc1-c1nnc(SCCOc2ccc3c(C)cc(=O)oc3c2)o1	-1%	0	2%	-6%	-2%	u	-1%	4%	0%	-1%	-7
40	O=C(O)c1sccc1Oc1ccc(NS(=O)(=O)c2ccccc2)cc1	2%	-2	2%	1%	-4%	0%	x	6%	2%	-1%	1
41	COc1ccc(OC)c(NC(=O)COc2ccc(S(=O)(=O)NC(C)C)cc2)c1	-1%	-13	-5%	-1%	-10%	-10%	0%	2%	-9%	-10%	-12
42	O=C1CC(=O)N2N=C(c3ccc([N+](=O)[O-])cc3)SC2=N1	0%	-18	0%	-4%	u	-1%	-5%	1%	-14%	3%	-2

Bioassay records: PubChem BioAssay, National Center for Advancing Translational Sciences (NCATS)
